High-throughput results as filed in PubChem.
FBW7 activator – human FBW7 E3 ligase activation, primary screen; Q969H0; AlphaScreen FBW7–phospho-cyclin E peptide binding, activator screen; normalized activity (activation), % at 26.1 µM; actives 0.13% (n = 650,000); AID 1259310; in the data active = normalized activity above about 1.9%;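 also: purified mutant Fbw7 with reduced substrate affinity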
Target sequence (Q969H0 whole entry, looked up): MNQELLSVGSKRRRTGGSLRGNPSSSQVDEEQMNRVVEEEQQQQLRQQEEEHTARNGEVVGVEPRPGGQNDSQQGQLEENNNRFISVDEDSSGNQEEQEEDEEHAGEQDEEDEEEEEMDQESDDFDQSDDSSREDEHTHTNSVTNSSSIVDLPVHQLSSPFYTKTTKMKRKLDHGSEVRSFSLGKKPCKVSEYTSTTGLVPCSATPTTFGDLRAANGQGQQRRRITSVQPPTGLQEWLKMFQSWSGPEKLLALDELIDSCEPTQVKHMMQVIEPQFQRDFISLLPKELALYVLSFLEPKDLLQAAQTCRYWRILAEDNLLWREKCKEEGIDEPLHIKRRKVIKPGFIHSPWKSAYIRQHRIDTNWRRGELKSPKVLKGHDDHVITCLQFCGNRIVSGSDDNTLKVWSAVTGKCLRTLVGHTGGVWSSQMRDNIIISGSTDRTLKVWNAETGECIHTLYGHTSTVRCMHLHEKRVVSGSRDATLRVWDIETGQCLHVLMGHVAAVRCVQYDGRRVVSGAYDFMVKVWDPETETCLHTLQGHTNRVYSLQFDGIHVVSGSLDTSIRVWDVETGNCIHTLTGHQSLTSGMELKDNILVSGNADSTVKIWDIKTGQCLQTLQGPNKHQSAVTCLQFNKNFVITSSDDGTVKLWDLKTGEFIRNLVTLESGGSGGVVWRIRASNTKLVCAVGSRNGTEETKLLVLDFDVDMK
TEAD-YAP inh – TEAD-YAP interaction inhibition; HEK-TIYL cells, TEAD-Gal4/YAP UAS-luciferase luminescence; inhibition, % at 9.12 µM; actives 1.4% (n = 640,000); AID 1259422; in the data active = inhibition above about 32%;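 also: 0% = median of test compound wells and 100% = reference inhibitor wells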
GPR151 ag – human GPR151 activation | activation, % at 11.2 µM | PathHunter beta-arrestin GPR151 cells, luminescence | AID 1508602 | actives 1% (n = 650,000) | Q8TDV0; in the data active = activation above about 4.9%;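 also: 0% = median of compound wells and 100% = cells with positive control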
Target sequence (Q8TDV0 whole entry, looked up): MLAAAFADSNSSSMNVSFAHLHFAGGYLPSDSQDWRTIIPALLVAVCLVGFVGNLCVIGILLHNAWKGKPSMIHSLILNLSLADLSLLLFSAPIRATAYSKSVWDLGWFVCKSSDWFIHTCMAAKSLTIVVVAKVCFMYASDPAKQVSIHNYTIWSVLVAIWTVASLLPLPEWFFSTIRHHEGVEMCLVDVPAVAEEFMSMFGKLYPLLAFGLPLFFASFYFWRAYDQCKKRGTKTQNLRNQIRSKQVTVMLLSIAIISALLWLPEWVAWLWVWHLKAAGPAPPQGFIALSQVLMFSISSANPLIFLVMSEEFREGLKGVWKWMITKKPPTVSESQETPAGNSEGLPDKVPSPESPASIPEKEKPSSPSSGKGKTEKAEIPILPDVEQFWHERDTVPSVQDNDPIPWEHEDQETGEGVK
MITF inh – human MITF inhibition, primary screen; O75030; AlphaScreen MITF homodimerization, bead proximity signal; inhibition, % at 2.6 µM; actives 0.91% (n = 650,000); in the data active = inhibition above about 50%;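 also: 0% = vehicle wells with protein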
* = called active by the depositor.

`COCCCNC(=O)c1nc2c(nnn2Cc2cc(C)ccc2C)c(=O)[nH]1` gave FBW7 activator -0.1, TEAD-YAP inh 1, GPR151 ag 0.3 and MITF inh 10.
COC(=O)c1ccccc1NC(=O)CN1CCN(C23CC4CC(CC(C4)C2)C3)CC1 was read as FBW7 activator -0.2, TEAD-YAP inh -6, GPR151 ag 0.1 and MITF inh -4.
`COc1cc(C2C(C#N)=C(N)Oc3n[nH]c(C)c32)ccc1OCCN1CCOCC1` (stereo not given) gave FBW7 activator -0.2, TEAD-YAP inh 20, GPR151 ag -0.5 and MITF inh -4.
Screening CN1C(=O)C(=Cc2ccc(-c3ccc4c(c3)COC4=O)o2)C(=O)N(C)C1=O returned FBW7 activator -0.1, TEAD-YAP inh -4, GPR151 ag -0.5 and MITF inh 17.
`Cn1cc(C(=O)N/N=C/C2=C(N3CCOCC3)C(=C\c3ccccc3)/CC2)ccc1=O` gave FBW7 activator -0.1, TEAD-YAP inh -12, GPR151 ag -0.1 and MITF inh -5.
Screening COc1ccc(C2C(C(=O)c3cccs3)=C(O)C(=O)N2CCN2CCOCC2)cc1OC (stereo not given) returned FBW7 activator -0.2, TEAD-YAP inh 8, GPR151 ag -0.2 and MITF inh -8.
`Cc1cc(C)cc(NC(=O)C2CCN(S(C)(=O)=O)CC2)c1` gave FBW7 activator 0.3, TEAD-YAP inh 1, GPR151 ag -0.3 and MITF inh 10.
O=C(Oc1ccc(C2NC(C(=O)O)CS2)cc1)c1ccco1 (stereo not given) was read as FBW7 activator 0.2, TEAD-YAP inh -2, GPR151 ag -0.4 and MITF inh 3.
CC(C)(C)C(=O)NCC(=O)NCC(=O)Nc1ccc(F)c(F)c1F was read as FBW7 activator 0.0, TEAD-YAP inh -2, GPR151 ag 0.3 and MITF inh 1.
`N#Cc1c(NC(=O)c2ccccc2Cl)sc2c1CCC2` gave FBW7 activator 0.8, TEAD-YAP inh -5, GPR151 ag 0.1 and MITF inh 9.
`Cc1cc(N(CC(=O)Nc2cccc(Cl)c2C)S(C)(=O)=O)ccc1Br` gave FBW7 activator -0.1, TEAD-YAP inh 8, GPR151 ag 0.1 and MITF inh 9.
For CCOC(=O)C1=C(C)N(c2ccc(Br)cc2)C(=O)/C1=C\c1cc(OC)c(OC)c(OC)c1 the results were FBW7 activator -0.1, TEAD-YAP inh 3, GPR151 ag 0.1 and MITF inh -2.
CCOC(=O)c1oc2c(C)c(O)ccc2c(=O)c1-c1nncn1-c1ccccc1 was read as FBW7 activator 0.0, TEAD-YAP inh 2, GPR151 ag -0.7 and MITF inh 3.
`CCOc1ccc(NC(=O)C(C)n2nc(C)c([N+](=O)[O-])c2C)cc1` (stereo not given) gave FBW7 activator 0.9, TEAD-YAP inh -10, GPR151 ag -0.3 and MITF inh 13.
O=C(Nc1ccnn1C1CCN(Cc2c(F)ccc(F)c2F)CC1)C1CCCC1 was read as FBW7 activator 0.8, TEAD-YAP inh 3, GPR151 ag -0.8 and MITF inh -6.
`N#CC1=C(SCc2ccccc2)NC(=O)CC1c1ccccc1` (stereo not given) gave FBW7 activator 0.3, TEAD-YAP inh -9, GPR151 ag 2.4 and MITF inh 23.
For O=C1[C@H]2CCn3c(=O)n(-c4ccccc4)c(=O)n3[C@H]2[C@H](O)[C@@H]2O[C@H]12 the results were FBW7 activator -0.1, GPR151 ag -1.5 and MITF inh -3.
Screening Nc1nccc(-c2ccc3nc(C4COc5ccc(CC(=O)NCc6cccnc6)cc5C4)[nH]c3c2)n1 (stereo not given) returned FBW7 activator -0.1, TEAD-YAP inh -6, GPR151 ag 0.5 and MITF inh 10.
Screening Cc1nc2ncnn2c(N2CCC(C(=O)Nc3ccc(Cl)cc3)CC2)c1C returned FBW7 activator -0.2, TEAD-YAP inh 3, GPR151 ag 1.0 and MITF inh -4.
`Cc1cc(C)cc(NC(=O)C(Cc2c[nH]c3ccccc23)NC(=O)Oc2ccccc2)c1` (stereo not given) gave FBW7 activator 0.0, TEAD-YAP inh -5, GPR151 ag 1.2 and MITF inh -5.
For Cc1ccc2nc(-c3ccc(N4C(=O)CC(N5CCCN(C)CC5)C4=O)cc3)sc2c1 (stereo not given) the results were FBW7 activator 0.5, TEAD-YAP inh -19, GPR151 ag -0.4 and MITF inh 2.
CN1CCCN(C(=O)C2CC23CCN(Cc2ccc(C(F)(F)F)cc2)CC3)CC1 (stereo not given) was read as FBW7 activator 0.1, TEAD-YAP inh 4, GPR151 ag 0.8 and MITF inh 5.
COc1ccc(/C=C2/CCCc3c2nc2c(c3-c3ccc(OC)cc3)CCC/C2=C\c2ccc(OC)cc2)cc1 was read as FBW7 activator 0.3, TEAD-YAP inh 6, GPR151 ag 1.9 and MITF inh -10.
`CC(C)(C)OC(=O)NC(c1ccc(Nc2nccc(-c3ccccc3)n2)cc1)C(F)(F)F` (stereo not given) gave FBW7 activator -0.1, TEAD-YAP inh -16, GPR151 ag -0.1 and MITF inh 8.
CN1C/C(=C\c2ccc(F)cc2)c2nc3ccccc3c(C(=O)O)c2C1 was read as FBW7 activator 0.1, TEAD-YAP inh 7, GPR151 ag 0.2 and MITF inh 12.
For Cc1sc(N=C(N)N)nc1-c1ccc2c(c1)CCN2C(=O)C(C)C the results were FBW7 activator 0.0, TEAD-YAP inh 0, GPR151 ag 0.2 and MITF inh 4.
Screening CN1C(=O)C(=Cc2c3oc4ccccc4cc-3c3ccccc23)C(=O)N(C)C1=O returned FBW7 activator -0.6, TEAD-YAP inh 3, GPR151 ag 1.3 and MITF inh 17.
For CCN(CC)C(=O)C1CCCN(c2nc(N)c3ncn(C4CCCCC4)c3n2)C1 (stereo not given) the results were FBW7 activator 0.2, TEAD-YAP inh -7, GPR151 ag -1.9 and MITF inh 1.
`CCOC(=O)C1CCN(C(=O)c2sc3nc(-c4ccccc4)cn3c2C)CC1` gave FBW7 activator 0.2, TEAD-YAP inh -7, GPR151 ag 1.5 and MITF inh 6.
`COc1ccc(C2CC(=O)C(C(c3ccc([N+](=O)[O-])cc3)C3C(=O)CC(c4ccc(OC)cc4)CC3=O)C(=O)C2)cc1` (stereo not given) gave FBW7 activator -0.1, TEAD-YAP inh -3, GPR151 ag 0.6 and MITF inh 5.
Screening Cc1ccc(SCC(=O)Nc2ccc(C)c([N+](=O)[O-])c2)cc1 returned FBW7 activator -0.1, TEAD-YAP inh -8, GPR151 ag 1.2 and MITF inh 3.
Cc1ccc2ccc(C(Nc3ccccn3)c3cccnc3)c(O)c2n1 (stereo not given) was read as FBW7 activator -0.1, TEAD-YAP inh 10, GPR151 ag -0.8 and MITF inh 1.
O=C(NC1CC1)[C@@H]1C=CCN1S(=O)(=O)Cc1ccccc1 was read as FBW7 activator -0.1, TEAD-YAP inh 0, GPR151 ag 0.2 and MITF inh 0.
Screening OCC1CCN(C2CCCN(C3CCN(c4cccc(Cl)c4)CC3)C2)CC1 (stereo not given) returned FBW7 activator 0.2, TEAD-YAP inh -2, GPR151 ag 5.1* and MITF inh 6.
Cc1cc(=O)[nH]c(SCC(=O)NC2CCCCC2)n1 was read as FBW7 activator -0.1, TEAD-YAP inh -4, GPR151 ag -0.1 and MITF inh 0.
O=C(Nc1nc2ccccc2s1)c1cc(=O)c2ccccc2o1 was read as FBW7 activator -0.1, TEAD-YAP inh -63, GPR151 ag -2.1 and MITF inh -6.

Quoted at random: two entries already listed.
Screening CN1C(=O)C(=Cc2c3oc4ccccc4cc-3c3ccccc23)C(=O)N(C)C1=O returned FBW7 activator -0.6, TEAD-YAP inh 3, GPR151 ag 1.3 and MITF inh 17.
For CCN(CC)C(=O)C1CCCN(c2nc(N)c3ncn(C4CCCCC4)c3n2)C1 (stereo not given) the results were FBW7 activator 0.2, TEAD-YAP inh -7, GPR151 ag -1.9 and MITF inh 1.

(listing goes on)
O=c1[nH]c2ccccc2c(=O)n1CCNCc1ccccc1 was read as FBW7 activator -0.1, TEAD-YAP inh -5, GPR151 ag -1.3 and MITF inh 5.
CCN(CC)c1ccc(NS(=O)(=O)c2ccccc2[N+](=O)[O-])cc1 was read as FBW7 activator -0.6, TEAD-YAP inh -13, GPR151 ag 0.4 and MITF inh -2.
`CC(=O)c1cccc(NC(=O)c2ncn[nH]2)c1` gave FBW7 activator 0.1, TEAD-YAP inh 13, GPR151 ag 1.0 and MITF inh 6.
`COCCCNC(=O)c1cc(Nc2cc(C)ccc2C)nc2ccccc12` gave FBW7 activator 0.1, TEAD-YAP inh 7, GPR151 ag 0.0 and MITF inh -10.
COC(=O)c1c(-c2ccc(C)c(C)c2)csc1NC(=O)/C=C/C(=O)O was read as FBW7 activator 0.0, TEAD-YAP inh 33*, GPR151 ag 0.8 and MITF inh -11.
`COc1cc(OC)c(OC)cc1CNCC1CCCO1` (stereo not given) gave FBW7 activator -0.2, TEAD-YAP inh -5, GPR151 ag 0.5 and MITF inh -1.
O=C(COc1ccccc1Cl)Nc1ccc2oc(=O)ccc2c1 was read as FBW7 activator -0.1, TEAD-YAP inh -10, GPR151 ag 1.0 and MITF inh -2.
Screening CCN(CC)c1ncnc2sc(C(=O)Nc3c(F)cccc3F)c(C)c12 returned FBW7 activator -0.1, TEAD-YAP inh -5, GPR151 ag -0.8 and MITF inh -4.
Screening O=C1NC(=Nc2ccccc2Cl)S/C1=C\c1ccsc1 returned FBW7 activator 0.1, TEAD-YAP inh 3, GPR151 ag -1.2 and MITF inh 15.
For COc1cccc(S(=O)(=O)Nc2ccc3c(c2)OCCO3)c1 the results were FBW7 activator -0.1, TEAD-YAP inh 33*, GPR151 ag 0.3 and MITF inh 1.
Screening O=C(NCCc1ccc(O)cc1)c1ccc2nc(N3CCN(c4ccccn4)CC3)sc2c1 returned FBW7 activator 0.0, TEAD-YAP inh -28, GPR151 ag 0.2 and MITF inh -3.
For Cc1ccc(/C=C(/C#N)c2nnc3n2CCCCC3)cc1 the results were FBW7 activator -0.1, TEAD-YAP inh -17, GPR151 ag 2.0 and MITF inh -18.
Screening CC(=O)c1cccc(NC(=O)c2ccc(OCC(C)C)cc2)c1 returned FBW7 activator 0.0, TEAD-YAP inh -21, GPR151 ag 0.0 and MITF inh -12.
Screening N#Cc1cccc(-c2cccc3ccc(N4CCN(Cc5cccnc5)CC4)nc23)c1 returned FBW7 activator 0.1, TEAD-YAP inh 4, GPR151 ag -1.6 and MITF inh -3.
`O=C(CN1C(=O)C2C3C=CC(C3)C2C1=O)N1CCC(Cc2ccccc2)CC1` (stereo not given) gave FBW7 activator 0.1, TEAD-YAP inh 1, GPR151 ag -0.6 and MITF inh 17.
For O=C(c1ccccc1Br)n1c(=O)oc2ccccc21 the results were FBW7 activator 0.1, TEAD-YAP inh -12, GPR151 ag -0.3 and MITF inh 2.
`CCCNS(=O)(=O)c1ccc(CCC(=O)N2CCN(c3ccc(F)cc3)CC2)cc1` gave FBW7 activator -0.1, TEAD-YAP inh 10, GPR151 ag -0.9 and MITF inh -9.
Screening COc1ccc(NC(=O)c2ccccc2SC)cc1OC returned FBW7 activator -0.1, TEAD-YAP inh -13, GPR151 ag -1.8 and MITF inh -13.
For CC1(C)Cc2ccccc2-c2nnc(-c3ccccc3Cl)n21 the results were FBW7 activator 0.1, TEAD-YAP inh 19, GPR151 ag -1.1 and MITF inh -14.
For COc1ccc(CNC(=O)CCCC(=O)OCC(F)(F)F)cc1 the results were FBW7 activator 0.0, TEAD-YAP inh 4, GPR151 ag -0.9 and MITF inh 2.
`COc1ccc(C(=O)N2CCOc3ccc(C(C)(O)CN(C)C)cc3C2)cc1` (stereo not given) gave FBW7 activator -0.1, TEAD-YAP inh 2, GPR151 ag 1.5 and MITF inh -14.
`COc1ccc(-c2noc(N(CCC#N)c3ccccc3)n2)cc1` gave FBW7 activator -0.1, TEAD-YAP inh -30, GPR151 ag 0.4 and MITF inh -4.
For O=C(NCCCc1ccccc1)c1ccc([N+](=O)[O-])cc1Cl the results were FBW7 activator 0.2, TEAD-YAP inh -4, GPR151 ag -1.6 and MITF inh 6.
Screening CCCCn1cc(S(=O)(=O)c2ccc(F)cc2)c(=O)c2ccccc21 returned FBW7 activator 0.0, TEAD-YAP inh 2, GPR151 ag 2.0 and MITF inh 3.
Screening O=C(NC1CCCCCC1)C1C2C=CC3(CN(Cc4cccnc4)C(=O)C13)O2 (stereo not given) returned FBW7 activator 0.0, TEAD-YAP inh 4, GPR151 ag -0.1 and MITF inh -7.

Structures listed so far with a Cl atom (eight):
`N#Cc1c(NC(=O)c2ccccc2Cl)sc2c1CCC2` gave FBW7 activator 0.8, TEAD-YAP inh -5, GPR151 ag 0.1 and MITF inh 9.
`Cc1cc(N(CC(=O)Nc2cccc(Cl)c2C)S(C)(=O)=O)ccc1Br` gave FBW7 activator -0.1, TEAD-YAP inh 8, GPR151 ag 0.1 and MITF inh 9.
Screening Cc1nc2ncnn2c(N2CCC(C(=O)Nc3ccc(Cl)cc3)CC2)c1C returned FBW7 activator -0.2, TEAD-YAP inh 3, GPR151 ag 1.0 and MITF inh -4.
Screening OCC1CCN(C2CCCN(C3CCN(c4cccc(Cl)c4)CC3)C2)CC1 (stereo not given) returned FBW7 activator 0.2, TEAD-YAP inh -2, GPR151 ag 5.1* and MITF inh 6.
O=C(COc1ccccc1Cl)Nc1ccc2oc(=O)ccc2c1 was read as FBW7 activator -0.1, TEAD-YAP inh -10, GPR151 ag 1.0 and MITF inh -2.
Screening O=C1NC(=Nc2ccccc2Cl)S/C1=C\c1ccsc1 returned FBW7 activator 0.1, TEAD-YAP inh 3, GPR151 ag -1.2 and MITF inh 15.
For CC1(C)Cc2ccccc2-c2nnc(-c3ccccc3Cl)n21 the results were FBW7 activator 0.1, TEAD-YAP inh 19, GPR151 ag -1.1 and MITF inh -14.
For O=C(NCCCc1ccccc1)c1ccc([N+](=O)[O-])cc1Cl the results were FBW7 activator 0.2, TEAD-YAP inh -4, GPR151 ag -1.6 and MITF inh 6.
